Growth percent in the NCI-60 one-dose screen (48 h, 10 µM unless noted): 100 = growth as untreated, 0 = no growth, -100 = all killed.
RXF 393: RXF 393 renal cancer cells; 6.9% of 77,000 active
TK-10: TK-10 renal cancer cells. AID 1794769. 3.9% of 81,000 active
786-0: 786-0 renal cancer cells; 5.1% of 81,000 active; AID 1794775
NCI-H322M: NCI-H322M lung cancer | 2.7% of 80,000 active
ACHN: ACHN renal cancer | 4.9% of 81,000 active
NCI-H460: NCI-H460 lung cancer. 6.8% of 82,000 active
NCI-H522: NCI-H522 lung cancer. 8% of 78,000 active. AID 1794739
UO-31: UO-31 renal cancer; 5.2% of 81,000 active; AID 1794768
CAKI-1: CAKI-1 renal cancer | 4.7% of 75,000 active | AID 1794772
Numbers without * were called inactive; . = not tested or not shown; & = joins results of further samples. How the source made its calls: active means growth percent below 10; inactive means the rest.

molecule	UO-31	CAKI-1	NCI-H322M	ACHN	NCI-H460	786-0	NCI-H522	RXF 393	TK-10
C#Cc1nc(C2=C(C)C(O)/C(=N/O)C2)cs1 (stereo not drawn)	-91*	76	102	22	104	-92*	15	94	162
C=COC=O	89	96	104	105	104	98	95	109	102
Cc1cc(NCCCNc2ccnc3cc(Cl)ccc23)nc(Nc2ccc(C(=O)N3CCCC3)cc2)n1	85	97	65	94	18	54	82	87	99
COc1ccc(C2=NN(C=O)C(c3ccc(Cl)cc3)C2)cc1S(=O)(=O)Nc1cccnc1 (stereo not drawn)	84	96	102	104	103	110	92	116	111
C/C(=C(/C)C1CC1CCN(C(=O)c1ccccn1)S(=O)(=O)c1ccc(C)cc1)C1CCCCC1 (stereo not drawn)	86	79	105	99	100	96	85	115	105
Cc1ccc(C(=O)Nc2cccc3[nH]c(C(F)(F)F)nc23)cc1	65	69	102	82	73	82	66	93	95
Oc1[nH]c2ccccc2c1N=Nc1nnc2n1N=C(c1ccc(Cl)cc1)CS2	108	87	108	99	96	88	61	70	107
Cc1ccc(S(=O)(=O)NCCNc2nccc(-n3cnc4ccccc43)n2)cc1	52	58	94	73	79	85	65	55	84
COc1cccc(-c2nn(-c3ccccc3)cc2-c2ccnc(N3CCN(C(=O)Nc4ccc(F)cc4)CC3)c2)c1	34	49	79	68	69	68	36	63	93
CC(SC(C)C(=O)N/N=C/c1cccc(F)c1)C(=O)N/N=C\c1cccc(F)c1 (stereo not drawn)	89	102	120	104	111	102	90	99	108

Continued; the last 3 above are carried over.
molecule	UO-31	CAKI-1	NCI-H322M	ACHN	NCI-H460	786-0	NCI-H522	RXF 393	TK-10
Cc1ccc(S(=O)(=O)NCCNc2nccc(-n3cnc4ccccc43)n2)cc1	52	58	94	73	79	85	65	55	84
COc1cccc(-c2nn(-c3ccccc3)cc2-c2ccnc(N3CCN(C(=O)Nc4ccc(F)cc4)CC3)c2)c1	34	49	79	68	69	68	36	63	93
CC(SC(C)C(=O)N/N=C/c1cccc(F)c1)C(=O)N/N=C\c1cccc(F)c1 (stereo not drawn)	89	102	120	104	111	102	90	99	108
NS(=O)(=O)c1ccc(Nc2nc(SCc3ccc([N+](=O)[O-])cc3)nc3ccccc23)cc1	66	63	81	83	90	89	85	79	103
O=C1CC(c2ccccc2)=C(c2ccccc2)C1	89	91	119	100	113	87	116	115	109
CCCCc1nc(Cl)c(C2CC(c3cc(OC)c(OC)c(OC)c3)=NN2c2ccc(Cl)cc2)[nH]1 (stereo not drawn)	77	.	90	86	89	88	75	101	103
O=C(Nc1cccc(Cl)c1)Nc1nc2ccc(-c3ccsc3)cc2s1	75	81	79	72	62	96	51	100	93
CC(=O)c1cccs1	106	102	98	102	104	95	89	97	103
COc1ccc(C2=NN(/C=C3\SC(=O)NC3=Nc3ccc(OC(C)=O)cc3)C(c3ccc(F)cc3)C2)cc1 (stereo not drawn)	83	91	101	97	104	100	88	107	113
Clc1ccc(CSc2ncc(Br)c(Nc3cc(Cl)ccc3Cl)n2)cc1	90	110	119	109	116	111	98	118	.
O=C(Nc1ccccc1)C1=NCCCCN1	85	92	110	106	108	104	94	103	106
COc1ccc(Cn2cc3c(c2)-c2ncncc2CC3)cc1	88	75	159	96	105	99	94	115	145
Cc1cccc(NC(=O)Nc2ccc(Oc3ncnc4[nH]c(C)c(C)c34)cc2)c1	82	.	98	98	97	104	100	78	107

(further entries)
molecule	UO-31	CAKI-1	NCI-H322M	ACHN	NCI-H460	786-0	NCI-H522	RXF 393	TK-10
CSc1nc(=O)n(CCc2ccc(Cl)cc2)c(=O)n1Cc1ccc(C(=O)O)cc1	85	83	100	99	102	109	86	98	136
Cc1cccc(NC(=O)[C@@H]2c3ccccc3C(=O)N(c3ccc(O)cc3)[C@H]2c2ccc(O)cc2)n1	90	96	105	100	100	103	91	93	101
CCCN1C(=O)C(O)(CC(=O)c2cc3ccccc3oc2=O)c2ccccc21 (stereo not drawn)	57	82	101	91	90	109	92	94	117
COc1ccc(C(=O)COc2cccc(/C=C3\Cc4ccc(Cl)cc4C3=O)c2)cc1	76	77	125	96	102	99	85	110	145
CN1CCN(C(=O)c2ncc(-c3ccc(C(F)(F)F)cc3)c(NC3CCCCCC3)n2)CC1	69	94	88	96	105	103	103	108	121
Cc1cc2ccccc2[n+](C)c1-c1ccccc1Cl	80	84	105	103	87	91	76	86	86
COc1ccc(C(=O)c2c(N)c(C#N)cn2-c2ccc(Cl)cc2Cl)cc1	84	92	94	98	100	103	90	97	105
O=C(O)c1ccc(N=CC(=O)c2ccc(-c3ccccc3)cc2)cc1	94	102	105	96	104	104	87	118	97
Brc1ccc2[nH]cc(-c3cncn3CCc3ccccc3)c2c1	53	35	74	66	67	.	51	38	-60*
CN1CCN(Cc2ccc(NC(=O)c3cncc(C#Cc4cnc(N)cc4C#N)c3)cc2C(F)(F)F)CC1	1.3*	-9.4*	17	10	7.2*	25	9.5*	13	19

Following part.
molecule	UO-31	CAKI-1	NCI-H322M	ACHN	NCI-H460	786-0	NCI-H522	RXF 393	TK-10
CCOC(=O)C1=C(C)NC(=O)NC1c1cc(=O)oc2c1ccc1ccccc12 (stereo not drawn)	77	.	99	103	104	106	91	100	88
C=C1C(=O)O[C@@H]2C[C@@H](C)[C@H](OC)CC(=O)[C@](C)(OC(C)=O)C[C@H](OC(=O)/C(C)=C\C)[C@@H]12	72	41	95	5.6*	101	93	-68*	59	56
OCC1OC(/C(N=Nc2ccccc2)=N\Nc2ccccc2)C(O)C1O (stereo not drawn)	85	107	97	108	111	98	98	104	104
COC1=CC(c2ccc[nH]2)=N/C1=C\c1[nH]c(C)c(CC(=O)OCc2ccccc2)c1CCC(=O)OCc1ccccc1	-89*	-16*	35	-31*	12	-56*	-49*	-43*	-22*
O=C(NS(=O)(=O)c1ccccc1)c1ccc2c(c1)nc(-c1ccccc1)n2C1CCCCC1	83	91	86	103	96	92	72	118	84
Cn1cc(-c2noc(C(=O)c3cn(C)c4ncc(Br)cc34)n2)c2ccccc21	79	90	91	102	100	91	92	104	107
O=C(/C=C/c1ccccc1Cl)n1nc(-c2ccccc2)nc1-c1ccccc1	85	90	101	99	109	101	85	112	108
COc1cc(-c2nc(C(=O)Nc3ccc(C)cc3)nn2-c2ccc(F)c(F)c2)cc(OC)c1OC	73	.	96	105	106	99	48	116	99
COc1cc(OC)cc(C(=O)Nc2sc3c(c2C(N)=O)CCC(=O)C3)c1	67	11	99	39	58	85	5.0*	85	66
C/C(C=O)=C\c1ccc2c(c1)OCO2	102	107	135	113	118	107	100	98	91

Quoted at random: three compounds from above
molecule	UO-31	CAKI-1	NCI-H322M	ACHN	NCI-H460	786-0	NCI-H522	RXF 393	TK-10
CN1CCN(Cc2ccc(NC(=O)c3cncc(C#Cc4cnc(N)cc4C#N)c3)cc2C(F)(F)F)CC1	1.3*	-9.4*	17	10	7.2*	25	9.5*	13	19
CC(=O)c1cccs1	106	102	98	102	104	95	89	97	103
O=C(Nc1ccccc1)C1=NCCCCN1	85	92	110	106	108	104	94	103	106

(next part)
molecule	UO-31	CAKI-1	NCI-H322M	ACHN	NCI-H460	786-0	NCI-H522	RXF 393	TK-10
C/C(=C(/C)c1ccccc1)c1ccccc1	80	107	103	100	106	96	81	100	96
O=C1CC(C2=CCCCC2)C(=O)O1 (stereo not drawn)	90	87	114	109	103	103	95	113	92
NC(=O)NNC(=O)Cc1ccccc1	99	97	99	100	103	100	96	113	.
O=C(Nc1ncc(Cc2ccccc2Cl)s1)c1ccc(OCc2ccccc2)cc1	74	60	65	63	34	94	78	95	91
CCCCc1nc(Cl)c(C2CC(c3cc(OC)c(OC)c(OC)c3)=NN2C(C)=O)[nH]1 (stereo not drawn)	74	.	96	96	103	93	88	99	85
Nc1ncc(-c2cccc(NS(=O)(=O)c3ccc(Br)cc3)c2)[nH]1	78	87	95	92	98	96	90	96	98
Brc1cncc2ccccc12	83	100	96	109	116	107	100	122	.
Cc1ccc(NC(=O)c2sc3nc(C)c(C(=O)c4ccccc4)cc3c2N)cc1	89	76	92	93	66	92	88	99	99
Oc1c(CNC2CCCCC2)cc(CNC2CCCCC2)cc1CNC1CCCCC1	93	100	118	98	101	109	100	97	94
CC(CCC(C)C(=O)O)C(=O)O (stereo not drawn)	92&90	102&102	104&104	107&111	103&104	101&92	92&99	123&113	98&107

New compounds follow:
molecule	UO-31	CAKI-1	NCI-H322M	ACHN	NCI-H460	786-0	NCI-H522	RXF 393	TK-10
S=C(NCc1ccc2c(c1)OCO2)N1CCN(c2ncnc3c2oc2ccccc23)CC1	12	28	35	20	32	47	23	51	-3.0*
COc1ccc(C2NC(=O)c3cc4c(cc3N2)OCO4)cc1 (stereo not drawn)	67	55	50	46	5.1*	37	-49*	-2.1*	53
C=C1c2c(C)nn(-c3ccc(C#CCOC4OC(CO)C(O)C(O)C4O)cc3)c2N(C)C23C[C@H]1C1(C)c4c(C)nn(-c5ccc(C#CCOC6OC(CO)C(O)C(O)C6O)cc5)c4N(C)C(C)(C[C@H]12)C3 (stereo partly drawn)	21	-30*	1.7*	28	-46*	17	-3.8*	37	.
O=C1CC2(CCCC2)CC(=O)N1CCCCN1CCN(c2ncccn2)CC1	79	92	.	104	112	97	.	115	95
CC(=O)Nc1ccc(NC(=O)c2ccoc2COc2ccc(C)cc2)cc1	80	87	93	100	108	93	95	98	87
OCc1cn(-c2ccnc3ccccc23)nn1	81	85	99	102	106	104	99	105	108
N#C/C(=C\c1c(Cl)cccc1Cl)c1nc(-c2ccc(Cl)cc2)cs1	69	86	80	91	95	88	61	104	102
CCCCN(CCCC)C(C)C(O)c1ccc2c3c(cccc13)CC2 (stereo not drawn)	83	85	86	100	87	97	50	110	83
CCOC(=O)c1c(NC(=S)Nc2ccc([N+](=O)[O-])cc2)sc2c1CCCCC2	76	79	84	85	70	93	59	86	86
c1cnc2scc(Nc3ncnc4c3sc3ncccc34)c2c1	75	88	103	89	97	110	109	96	143

Next results
molecule	UO-31	CAKI-1	NCI-H322M	ACHN	NCI-H460	786-0	NCI-H522	RXF 393	TK-10
CCCCOc1nc2ccc(Cl)cc2cc1/C=C/c1cc(/C=C/c2cc3cc(Cl)ccc3nc2OCCCC)n(-c2ccccc2)n1	80	97	107	109	102	104	78	109	99
CCOC(=O)/C(C)=N\NC(C)=O	92	104	105	102	100	104	.	101	.
Clc1ccc2c(NCCCNc3nccc(Nc4ccc(Br)cc4)n3)ccnc2c1	-72*	-80*	-20*	-91*	-46*	-99*	-83*	-93*	-90*
N#Cc1ccc(Nc2nc(N)n(C(=O)c3cccc(C(F)(F)F)c3)n2)cc1	85	91	103	98	111	83	94	64	110
COc1ccc(-c2cc(-c3cccnc3)nc(OCc3nnc(-c4ccccc4)o3)c2C#N)cc1OC	80	102	97	112	108	111	88	.	114
c1ccc(-c2ccc(C3CCCN3)cc2)cc1 (stereo not drawn)	97	.	114	101	94	106	110	81	91
Cc1nn(-c2ccccc2)c2nc(C(F)(F)F)nc(Nc3ccc(NCc4c(-c5ccccc5)no[n+]4[O-])cc3)c12	58	53	78	78	53	92	91	87	94
NC1=C(O)C(=O)C(c2cccnc2)O1 (stereo not drawn)	.	85	103	108	106	97	95	110	98
S=c1[nH]c(=S)c2[nH]cnc2[nH]1	83	95	93	94	117	103	90	116	104
O=C(CN1CCOCC1)Nc1nc2c(s1)Nc1cc(Cl)c(Cl)cc1NC2=O	82	109	110	115	104	96	82	.	100

Further records
molecule	UO-31	CAKI-1	NCI-H322M	ACHN	NCI-H460	786-0	NCI-H522	RXF 393	TK-10
O=C(O)c1cc(Cl)ccc1O	69	98	99	104	107	87	94	92	89
c1ccc(-c2csc(Nc3cccc(Nc4nc(-c5ccccc5)cs4)c3)n2)cc1	32	35	58	36	27	50	11	64	69
O=P(c1ccccc1)(c1ccccc1)C(O)c1ccc(F)cc1 (stereo not drawn)	88	98	120	106	106	98	83	.	96
CCO[Si](CC)(OCC)OCC	73	108	121	100	101	98	.	114	100
N#Cc1c(-c2ccccc2)nc2c(c(-c3ccccc3)nn2-c2ccccc2)c1-c1ccc(O)cc1	28	53	67	42	9.1*	3.4*	0.9*	-18*	22
N#Cc1ccc(O)c(C2=NCC(Cc3ccccc3)O2)c1 (stereo not drawn)	22	13	60	39	24	39	-17*	62	51
Cc1ccc2[nH]c(=O)cc(C)c2c1	83	92	.	102	102	96	100	105	94
O=C(COC(=O)c1ccc(S(=O)(=O)N2CCCCCC2)cc1)NCC1CCCCC1	68	99	65	102	122	103	71	93	119
BrCC1OCC2(CCCCC2)O1 (stereo not drawn)	97	87	99	119	103	105	.	99	104
Cc1ccc(/C=C/C(=O)c2ccc(NC(=O)COc3cccc4cccnc34)cc2)cc1	78	91	98	105	107	101	95	107	115

Whole records, looked up by structure.
N#Cc1ccc(O)c(C2=NCC(Cc3ccccc3)O2)c1 (stereo not drawn) is listed with UO-31: 22; CAKI-1: 13; NCI-H322M: 60; ACHN: 39; NCI-H460: 24; 786-0: 39; NCI-H522: -17*; RXF 393: 62; TK-10: 51
O=P(c1ccccc1)(c1ccccc1)C(O)c1ccc(F)cc1 (stereo not drawn) is listed with UO-31: 88; CAKI-1: 98; NCI-H322M: 120; ACHN: 106; NCI-H460: 106; 786-0: 98; NCI-H522: 83; RXF 393: .; TK-10: 96

Additional entries:
molecule	UO-31	CAKI-1	NCI-H322M	ACHN	NCI-H460	786-0	NCI-H522	RXF 393	TK-10
CSc1nccc(-c2c(-c3ccc(F)c(O)c3)nc3sccn23)n1	94	94	101	92	101	103	97	115	111
COc1ccc2c(c1OC)CCC2=O	91	.	95	105	117	99	90	121	93
O=C(Cn1c(-c2cnccn2)nc2cc(Br)cnc21)NNC(=O)c1ccncc1	61	59	85	83	95	98	49	116	124
Fc1cccc(COc2cccnc2NC(=S)Nc2cccc(Cl)c2)c1	73	92	97	90	106	90	76	101	120
CN(C)CCCC1(c2ccc(F)cc2)OCc2cc(-c3ncccc3Cl)ccc21 (stereo not drawn)	60	75	94	92	93	93	90	47	89
COc1ccc(CNNC(=O)CCc2ccccc2)c(OC)c1OC	81	90	111	100	106	94	101	106	105
COC(=S)OC1CC(n2cnc3c(N)ncnc32)OC1CO[Si](C)(C)C(C)(C)C (stereo not drawn)	83	93	106	96	103	106	81	91	98

High-throughput results from PubChem.
